# HIF-2a inh: inhibitors of HIF-2a; 786-0 RCC cells HIF-2a reporter, luciferase luminescence, overnight; AID 624352; 360,000 compounds, 0.72% hits; inhibition, % at 18.8 µM;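 active = inhibition of the luminescence signal of 40% or more relative to plate controls, in a single-dose primary screen at 18.75 µM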
# Peg3 prom inh: reduces Peg3 promoter-driven luciferase expression in HeLa; HeLa PEG-Prom luciferase reporter, luminescence, overnight; inhibition, % at 20 µM; 360,000 compounds, 1.7% hits;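 active = inhibition of at least 50% at 20 µM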
# NR2E3 ag-1: activates human photoreceptor nuclear receptor NR2E3; inhibition of corepressor binding, % at 4.78 µM; Q9Y5X4; AID 2300; 320,000 compounds, 0.12% hits; GST-NR2E3/biotin-RetCOR TR-FRET, 1536-well;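 active = percent inhibition above the cutoff of mean plus 3 SD of all tested compounds, set per screening campaign, cut at about 20% in these data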;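 also: 0% = DMSO wells and 100% = biotin wells as full block of FRET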
# Target sequence (Q9Y5X4 whole entry, looked up): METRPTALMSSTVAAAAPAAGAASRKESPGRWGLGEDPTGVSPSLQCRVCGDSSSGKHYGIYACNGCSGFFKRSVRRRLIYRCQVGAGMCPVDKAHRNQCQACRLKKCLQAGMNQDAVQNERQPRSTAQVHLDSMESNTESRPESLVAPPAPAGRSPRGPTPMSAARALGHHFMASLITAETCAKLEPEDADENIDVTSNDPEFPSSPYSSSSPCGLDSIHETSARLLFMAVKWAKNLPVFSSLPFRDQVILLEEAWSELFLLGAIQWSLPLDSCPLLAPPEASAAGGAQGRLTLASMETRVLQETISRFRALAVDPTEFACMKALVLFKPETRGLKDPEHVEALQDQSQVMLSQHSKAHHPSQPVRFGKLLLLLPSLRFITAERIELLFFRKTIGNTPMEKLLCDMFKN
#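 Format: 1536-well format; test system: GST-NR2E3 and biotin-RetCOR proteins; read-out basis: percent inhibition of TR-FRET ratio; timing: 5 h incubation at 4 °C; detection: time-resolved FRET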
# EBV LMP1 NFkB: inhibitors of Epstein-Barr LMP1-induced NF-kappaB reporter | 350,000 compounds, 0.69% hits | inhibition, % at 12.5 µM | LMP1-induced NF-kappaB luciferase reporter cells, luminescence; in the data active = inhibition above about 41%; inconclusive = no clear call, values can overlap the other calls;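 also: 0% = neutral control wells and 100% = reference inhibitor control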
# iPSC survival up: hiPSC single-cell survival enhancement. ATPlite luminescence; 100% = ROCK inhibitor wells, 0% = DMSO. survival enhancement, % at 20 µM. 360,000 compounds, 0.044% hits. AID 602274; in the data active = survival enhancement above about 18%;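 also: cells exposed to compounds for 16 hours before the ATP read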
# TRPM1 prom inh: MITF TRPM1 promoter inhibition in SK-MEL-5 cells. SK-MEL-5 TRPM1 promoter luciferase, 24 h. inhibition, % at 12.5 µM. 330,000 compounds, 0.83% hits;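 active = mean inhibition across replicates of 60% or more, whatever share of single replicates reaches that level; inconclusive = some that reach 60%, reason not given; inactive = mean inhibition across replicates below 60%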; also: values of inactives mirror those of a sister screen read the other way
# NR2E3 ag-2: agonists of human NR2E3 nuclear receptor. Q9Y5X4. CHO-S Gal4-NCOR/VP16-NR2E3 two-hybrid, luciferase. inhibition of corepressor binding, % at 3.98 µM. 360,000 compounds, 0.35% hits. AID 602229;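 active = inhibition above the mean of all tested compounds plus 3 SD, cut at about 70% in these data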;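 also: 0% = DMSO with NR2E3 transfected cells and 100% = cells lacking NR2E3 construct; higher means lower luciferase signal from less NR2E3 corepressor binding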
# KKLEB tox: counter-screen for CF NF-kB inhibitors: cytotoxicity. KKLEB CF airway cells viability, ATPlite luminescence, overnight; active compounds read low; cells stimulated with P. aeruginosa culture filtrate. 360,000 compounds, 0.36% hits. activity change (cytotoxicity), % at 5 µM. AID 602141;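 active = corrected activity change at or below -50% at 5 µM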
# CF NFkB block: blocks PAF-induced NF-kB reporter in cystic fibrosis cells; KKLEB NF-kB-GFP reporter, GFP fluorescence overnight; inhibition, % at 5 µM; 360,000 compounds, 0.86% hits;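 active = at least 50% inhibition at 5 µM, scaled per plate between neutral and stimulator controls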;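 also: PAF is a Pseudomonas aeruginosa culture filtrate used as stimulus; plate controls were PAF-stimulated DMSO wells for no effect and unstimulated DMSO wells for full effect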
# TRAIL sens C8: caspase-8 TRAIL sensitization. NB7+C8 cells + TRAIL, ATPlite viability luminescence. inhibition (viability loss, TRAIL sensitization), % at 10 µM. 360,000 compounds, 1% hits. AID 624354;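 active = compounds causing at least 50% loss of cell viability in the single-dose screen, relative to plate controls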
# Shn3 3UTR inh: Schnurri-3 reporter inhibition in Clone20 osteoblasts. inhibition, % at 12.5 µM. Clone20 osteoblast Shn3 3'UTR firefly luciferase, 24 h. 360,000 compounds, 0.52% hits;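 active = mean inhibition of at least 75% with every replicate also reaching 75%; inconclusive = mean inhibition at least 75% but some replicate below; inactive = mean inhibition below 75%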;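 also: 0% = median of neutral control wells and 100% = pilot-screen positive control compound; some compounds past the cut are filed as inactive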
# * hit, by the source's call; ? = inconclusive; . = not tested or not shown. Some of the compounds tested; count on the stated rates, not on these rows.
compound,HIF-2a inh,Peg3 prom inh,NR2E3 ag-1,EBV LMP1 NFkB,iPSC survival up,TRPM1 prom inh,NR2E3 ag-2,KKLEB tox,CF NFkB block,TRAIL sens C8,Shn3 3UTR inh
O=C1CCC(=O)c2oc3ccccc3c2N1,5.4,7.7,0.5,0.5,-2.3,6.5,33.8,8.9,-25.0,0.1,13.5
COc1ccc(N(CC(O)Cn2c(C)nc3ccccc32)S(=O)(=O)c2ccc(C)cc2)cc1 (configuration not stated),4.8,7.6,1.8,-13.4,-0.2,3.1,25.4,-5.2,-0.8,7.4,-20.7
Cc1ccc(C)n1CCN1CCN(C(=O)CSc2nc3ccccc3nc2N2CCOCC2)CC1,8.6,10.2,4.7,-3.1,0.3,1.8,-12.3,15.7,1.8,23.9,12.5
O=C(NCCC1=CCCCC1)C(=O)NCC(c1ccco1)N1CCN(c2ccc(F)cc2)CC1 (configuration not stated),8.5,7.3,-1.3,-14.4,2.3,9.2,-13.6,-20.2,17.4,22.7,51.5
O=C(CC1NCCNC1=O)OCCCc1ccccc1 (configuration not stated),-5.3,-3.0,1.0,1.4,-0.3,-1.3,12.0,-2.6,2.8,-0.5,6.7
CCNc1nc(NCC)n2c(SCC(=O)Nc3ccc(CC)cc3)nnc2n1,2.6,-11.1,0.9,-0.8,0.6,4.1,-30.2,-3.9,12.3,-0.2,-15.5
c1ccc2[nH]c(-c3cnco3)cc2c1,-30.0,-10.0,-3.0,-16.0,0.6,5.6,7.4,-4.4,-9.6,4.6,-12.8
CCCCC(=O)Nc1ccc(NC(=O)c2ccc([N+](=O)[O-])cc2Cl)cc1OC,-72.3,-23.8,0.2,14.0,0.4,2.4,-7.5,0.0,4.4,7.8,-8.3
C=CCNC(=O)c1onc(CSc2ccc(F)cc2)c1C(=O)NCCOC,8.9,6.8,-0.9,0.1,-0.6,3.5,-13.2,5.1,-5.0,-1.4,0.6
CN(C)S(=O)(=O)c1ccc(C(=O)OCC(=O)NCc2ccccc2)cc1,2.9,8.9,2.9,1.0,0.9,6.7,-3.1,-4.7,6.2,3.3,-7.0
Cc1cccc(NC(=O)CNC(=O)CCc2nc3sc4c(c3c(=O)[nH]2)CCCC4)c1C,13.0,19.9,1.7,-7.3,0.1,-2.1,-5.1,1.5,6.7,3.5,-3.6
CCN(CC)c1ccc(NC(=O)C2CCC(CNc3c(N4CCCC4)c(=O)c3=O)CC2)c(C)c1 (configuration not stated),11.0,1.7,-1.0,-4.2,2.0,1.6,-8.2,4.5,-21.2,6.0,-3.3
CCN(CC(=O)Nc1c(F)cccc1F)C(=O)c1ccc(S(=O)(=O)N2CCC(C)CC2)cc1,10.4,6.0,3.3,11.2,0.3,0.3,-7.2,7.2,14.6,-9.2,17.7
COc1ccc([C@@H]2CC=C(C(=O)O)[C@H](c3ccc(C(C)(C)C)cc3)N2S(=O)(=O)c2ccc(C)cc2)cc1OC,8.4,-5.0,.,-2.0,5.8,-2.6,-26.9,-4.8,23.1,-10.9,-5.3
CCc1ccc(/C=C2/SC(=S)N(CCC(=O)Nc3cccnc3)C2=O)cc1,-12.1,-225.7,-0.2,15.0,-0.2,-17.2,-12.5,-9.1,-2.9,31.9,-28.4
COC(=O)C1=C(C)NC(C)=C(C(=O)OCC2CCCO2)C1c1cccc(Br)c1 (configuration not stated),10.1,26.3,-2.8,-3.2,-0.5,3.3,-12.8,-13.5,25.8,-4.6,9.4

# Overlap with the part before: two entries; new compounds follow.
compound,HIF-2a inh,Peg3 prom inh,NR2E3 ag-1,EBV LMP1 NFkB,iPSC survival up,TRPM1 prom inh,NR2E3 ag-2,KKLEB tox,CF NFkB block,TRAIL sens C8,Shn3 3UTR inh
CCc1ccc(/C=C2/SC(=S)N(CCC(=O)Nc3cccnc3)C2=O)cc1,-12.1,-225.7,-0.2,15.0,-0.2,-17.2,-12.5,-9.1,-2.9,31.9,-28.4
COC(=O)C1=C(C)NC(C)=C(C(=O)OCC2CCCO2)C1c1cccc(Br)c1 (configuration not stated),10.1,26.3,-2.8,-3.2,-0.5,3.3,-12.8,-13.5,25.8,-4.6,9.4
O=C(NN1C(=O)c2ccccc2NC1c1ccco1)c1ccccc1 (configuration not stated),-45.4,-54.8,2.9,-22.7,-0.6,-46.7,0.4,-3.9,13.6,-3.5,67.6
CCOc1ccc(N2CC(C(=O)NCCC3=CCCCC3)CC2=O)cc1 (configuration not stated),-4.2,11.5,-2.8,-7.7,1.2,11.7,0.5,6.2,-5.5,-4.2,-11.2
COc1cc(/C=N/N=C2\CC3CCC2(C)C3(C)C)ccc1O (configuration not stated),14.5,14.4,0.2,-7.0,1.7,7.0,-8.4,9.7,-22.2,2.2,-20.0
COc1ccc(CCN(C)C(=O)c2ccc(S(=O)(=O)Nc3ccccc3F)cc2)cc1OC,12.4,8.8,-0.1,14.0,-0.3,-0.2,-28.5,3.7,8.0,8.6,1.7
O=C(Cn1c(=O)n(Cc2ccco2)c(=O)c2ccccc21)Nc1cccc(Cl)c1,8.1,1.4,-0.5,5.8,-0.4,-11.5,5.5,6.5,4.4,0.3,21.8
O=S(=O)(c1ccccc1F)N(Cc1ccco1)Cc1nnc(-c2ccccc2Br)o1,-16.2,-4.8,.,-2.2,1.1,4.5,10.7,-10.6,6.9,-10.8,4.0
NCCc1nnc(SCC(=O)c2ccc(Cl)cc2)o1,1.8,-8.2,-0.6,-6.2,-0.5,-2.9,-7.3,3.5,8.2,7.8,-6.0
O=C(c1cccc(S(=O)(=O)N2CCOCC2)c1)N1CCN(C/C=C/c2ccccc2)CC1,5.1,12.4,4.0,16.9,-0.8,6.2,19.4,1.1,2.9,-11.4,8.4
COc1ccc(CNC(=O)Oc2ccccc2)cc1Cl,-118.7,-41.9,-3.3,-10.4,-1.2,-6.5,-25.4,-3.2,0.9,5.2,6.2
CC(=O)NNc1nc(-c2ccc(NC(C)=O)cc2)cs1,-11.6,-1.2,2.2,0.9,-0.9,-4.8,-7.6,10.1,-3.3,1.1,2.6
O=C(Nc1nc(-c2ccccc2)c(-c2ccccc2)s1)c1ccc(S(=O)(=O)N2CCCC2)cc1,-8.0,8.4,-1.3,12.5,-2.2,5.8,11.9,0.2,-4.8,26.3,22.9
O=C1C2ON(c3ccccc3)C(c3cccnc3)C2C(=O)N1Cc1ccccc1 (configuration not stated),4.0,-6.5,-0.5,2.0,2.6,12.8,19.0,-8.1,0.8,-58.3,7.3
O=C(N1CCOCC1)C1(c2ccc(Cl)cc2)CCCC1,-11.2,-2.0,1.1,-8.8,1.1,-3.3,-4.5,-7.4,-7.0,-0.9,-7.1
CC(C)NS(=O)(=O)c1ccc(OCC(=O)Nc2cccc(F)c2)cc1,15.3,0.4,-0.4,2.6,0.7,3.2,-15.3,2.2,4.8,-7.2,-2.0
CC(C)CCN(C(=O)CNC(=O)c1ccco1)C(C(=O)NC1CCCCC1)c1ccco1 (configuration not stated),6.9,13.6,0.0,-18.3,2.3,-0.6,-10.5,2.6,1.1,5.5,-13.9
COc1ccccc1-c1nnc(SCC(=O)N2CCC(C)CC2)o1,-2.3,7.3,3.5,-15.5,-3.0,16.2,-17.2,-7.7,12.3,0.0,1.4
CCOC(=O)c1cnc2c(C#N)c(C)nn2c1-c1ccccc1,8.9,14.1,-0.3,3.5,2.8,.,8.3,7.2,-18.4,5.0,-0.2
Cc1[nH]c2ccccc2c1CN1CCC(Cc2ccccc2)CC1,0.7,78.2*,0.4,-21.1,0.2,19.2,-27.4,-18.7,25.2,-7.2,18.5
Cn1c(N)c(C(=O)COC(=O)c2ncc(Cl)c(Cl)c2Cl)c(=O)n(C)c1=O,9.7,-7.5,-3.0,0.7,-1.0,-27.9,-5.2,6.1,2.0,-2.9,-2.8
COc1cccc(NC(=O)NCc2ccccc2F)c1,-77.9,-59.5,0.2,-19.4,-0.7,-19.7,-20.9,-0.6,17.8,-5.6,-14.2
CCOc1cc(/C=N/Nc2cc(C)nc(-n3nc(C)cc3C)n2)ccc1O,7.4,30.6,0.2,70.4*,-0.3,?,90.5*,-2.1,-10.2,14.5,?
O=C(CSCc1ccc(Br)cc1)NC1CC1,-15.8,-10.9,-1.0,-3.5,-0.4,-1.8,-12.3,17.5,9.0,4.9,3.0
O=C(Cn1ncc2c(=O)oc3ccccc3c21)NCCCN1CCCC1=O,-7.1,2.3,1.3,8.3,-1.1,-3.3,-1.6,-3.7,6.1,-7.4,9.6
O=c1c2ccccc2nc(-c2ccccc2)n1Cc1ccco1,-36.8,-22.6,1.9,0.7,-1.0,0.5,-1.8,7.4,-6.5,-15.7,-8.4
COc1cccc(CN2CCNC(=O)C2CC(=O)NCCc2cccc(C)n2)c1OC (configuration not stated),25.6,11.2,2.9,-3.3,5.8,-19.7,-7.8,-9.4,-0.3,-3.4,-8.5
Cc1ccc2c(c1)[nH]c1c(N3CCN(Cc4ccccc4)CC3)ncnc12,-5.7,28.9,-0.6,21.7,1.6,16.7,58.8,-15.2,-14.3,33.5,71.6
CCC(C)[C@H]1COCCS(=O)(=O)N1Cc1ccc(Br)cc1 (some centres not stated),11.0,9.8,-2.5,-0.2,0.9,1.7,11.1,-6.2,-6.6,0.8,-36.7

# Single values from the results shown:
# Under NR2E3 ag-2, `CCC(C)[C@H]1COCCS(=O)(=O)N1Cc1ccc(Br)cc1` (some centres not stated) shows 11.1
# Under EBV LMP1 NFkB, `COc1cccc(NC(=O)NCc2ccccc2F)c1` shows -19.4
# Under TRAIL sens C8, `COc1cccc(CN2CCNC(=O)C2CC(=O)NCCc2cccc(C)n2)c1OC` (configuration not stated) shows -3.4
# Under EBV LMP1 NFkB, `Cc1ccc2c(c1)[nH]c1c(N3CCN(Cc4ccccc4)CC3)ncnc12` shows 21.7
# Under TRAIL sens C8, `O=C(Cn1ncc2c(=O)oc3ccccc3c21)NCCCN1CCCC1=O` shows -7.4
